# Screens: PubChem BioAssay, Johns Hopkins Ion Channel Center
# ANO1 block – TMEM16A chloride channel inhibitors, primary screen, cell-based, HTS | normalized B-score (activity score, 25-100; higher = stronger inhibition) at 10 µM | Anoctamin-1 (Mus musculus), Q8BHY3 | AID 588511, 2011 | 310,000 compounds, 1.2% hits | HEK293 TMEM16A/YFP iodide influx fluorescence, ionomycin;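 active means ratio plate-corrected score three or more library SD toward inhibition, starting fluorescence score within five deviations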;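 further: score derived from kinetic fluorescence span divided by baseline fluorescence per well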
# KCNK3 block – human KCNK3 channel inhibitors, primary screen, CHO cells, FluxOR thallium flux, B-score; Potassium channel subfamily K member 3 (Homo sapiens), O14649; FluxOR fluorescence; active compounds read low; AID 602410, 2012; B-score at 10 µM; 340,000 compounds, 0.84% hits;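 active means B-score under library mean minus 4 SD, starting fluorescence ratio at most library mean plus 5 SD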;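 further: more negative B-score means stronger inhibition of thallium flux through KCNK3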
# MrgX1 ag – agonists of human MrgX1 receptor, primary screen, HEK293 cells, Fluo-4 calcium flux | 310,000 compounds, 0.44% hits | B-score at 10 µM | Mas-related G-protein coupled receptor member X1 (Homo sapiens), Q96LB2 | Fluo-4 calcium fluorescence, agonist mode; active compounds read high | AID 588627, 2011;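 active means calcium response B-score plate-corrected fluorescence ratio at least 3 library SD, with starting fluorescence B-score inside 5 SD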
#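 System: HEK293 cells stably expressing human MrgX1 receptor; Dosing: test compound in the initial addition of three; Schedule: overnight plating, then 30 min 37 °C plus 30 min room-temperature dye loading; Detection: kinetic calcium dye fluorescence, Fluo-4 NW; Controls: per-plate positive and negative controls for Z′ factor.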
# RGS4 inh – RGS4 inhibitors, primary screen, cell-based, HEK293 M3R inducible RGS4, calcium flux. Regulator of G-protein signaling 4 (Homo sapiens), P49798. Fluo-4 calcium flux; active compounds read high; triggered by carbachol at its EC20. B-score at 10 µM. 310,000 compounds, 0.45% hits. AID 463165, 2010;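 active means B-score, a plate-corrected calcium signal, over three deviations above library mean, with baseline fluorescence within five deviations of library mean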;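 further: RGS4 expression induced by doxycycline in cells with stable M3 receptor; B-score is computed from the integrated fluorescence ratio over baseline after carbachol; higher B-score means a larger calcium signal and so more RGS4 inhibition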
# Target sequence (P49798 whole entry, looked up): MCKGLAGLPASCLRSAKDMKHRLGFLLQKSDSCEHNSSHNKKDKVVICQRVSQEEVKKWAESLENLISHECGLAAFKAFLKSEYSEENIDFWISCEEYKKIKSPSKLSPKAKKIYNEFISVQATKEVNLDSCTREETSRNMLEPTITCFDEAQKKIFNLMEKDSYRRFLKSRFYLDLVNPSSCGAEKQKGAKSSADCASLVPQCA
# KCNQ1 act – potentiators or activators of KCNQ1 channel, primary screen, cell-based, thallium flux, high-throughput. 310,000 compounds, 0.35% hits. AID 2648, 2010. B-score at 10 µM. CHO-K1 KCNQ1, thallium flux FluxOR fluorescence; active compounds read high. Potassium voltage-gated channel subfamily KQT member 1 (Homo sapiens), P51787;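 active means fluorescence ratio B-score, a plate-corrected score, at least three library SD, with initial intensity B-score within 5 SD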
# Target sequence (P51787 whole entry, looked up): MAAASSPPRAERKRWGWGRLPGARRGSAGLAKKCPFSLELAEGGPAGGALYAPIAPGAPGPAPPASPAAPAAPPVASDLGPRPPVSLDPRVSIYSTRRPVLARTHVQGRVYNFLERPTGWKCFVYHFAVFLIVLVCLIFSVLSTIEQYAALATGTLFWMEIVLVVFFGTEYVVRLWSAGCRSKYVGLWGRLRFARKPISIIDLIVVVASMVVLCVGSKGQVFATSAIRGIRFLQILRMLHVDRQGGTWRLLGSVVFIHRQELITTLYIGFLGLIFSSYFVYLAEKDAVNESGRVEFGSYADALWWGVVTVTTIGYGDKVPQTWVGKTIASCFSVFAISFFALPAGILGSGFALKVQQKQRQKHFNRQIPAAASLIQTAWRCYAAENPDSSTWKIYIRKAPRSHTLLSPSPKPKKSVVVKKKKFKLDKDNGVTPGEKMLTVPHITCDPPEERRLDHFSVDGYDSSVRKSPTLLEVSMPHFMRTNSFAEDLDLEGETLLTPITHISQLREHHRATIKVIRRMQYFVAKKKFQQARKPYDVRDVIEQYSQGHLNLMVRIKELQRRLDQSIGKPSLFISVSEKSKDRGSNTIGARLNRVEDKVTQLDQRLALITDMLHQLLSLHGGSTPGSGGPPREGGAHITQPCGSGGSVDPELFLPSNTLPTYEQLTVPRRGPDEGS
#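 Assay system: stable KCNQ1 CHO-K1 line; medium: assay buffer, equal DMSO in all wells; timing: 90 min dye loading and 20 min compound exposure, both at room temperature; technique: kinetic FluxOR thallium fluorescence, 10-s 1-Hz baseline, 110-s post-stimulus read; read-out basis: B score of baseline-normalized fluorescence ratio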
# KCNK9 inh – KCNK9 potassium channel inhibitors, primary screen, HEK293 cells, thallium flux; FluxOR thallium flux fluorescence; active compounds read low; B-score at 10 µM; 310,000 compounds, 1.2% hits; Potassium channel subfamily K member 9 (Homo sapiens), Q9NPC2;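 active means ratio B-score over 3 SD below the library mean, with starting fluorescence within 5 SD of its mean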;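 further: negative B-score means less thallium flux so channel inhibition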
# RGS4 act – RGS4 potentiators or activators, primary screen, cell-based, HEK293 M3R inducible RGS4, calcium flux. AID 463111, 2010. B-score at 10 µM. 310,000 compounds, 0.92% hits. carbachol calcium flux Fluo4; active compounds read low;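 active means B-score of the integrated calcium signal more than 4 SD below the library mean, with starting fluorescence not abnormally high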;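 further: negative B-score means reduced calcium response which marks RGS4 activation or potentiation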
#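 Material: Inducible-RGS4 HEK293 cells carrying M3 receptor; also added: carbachol at ECmax as muscarinic agonist stimulus; incubation: compound preincubation 20 min at room temperature before agonist; signal: Fluo4-AM (2 µM) calcium-flux fluorescence, kinetic read; measure: integrated calcium ratio converted to B score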
# hERG rescue – hERG rescue from dofetilide block, primary screen, cell-based, CHO-hERG, FluxOR thallium flux, dofetilide IC70; dofetilide IC70 present; activation (rescue from dofetilide block), less the hit threshold, % at 10 µM; AID 1511, 2009; 310,000 compounds, 0.51% hits;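 active means activation above the mean of controls blocked by dofetilide plus 5 SD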;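 further: thallium influx through hERG after potassium depolarization seen as dye fluorescence rise; in these data hits start at about 4.7%; inactives centre near -7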
# KCNQ1 block – inhibitors of human KCNQ1 channel, primary screen, cell-based, thallium flux, high-throughput | Potassium voltage-gated channel subfamily KQT member 1 (Homo sapiens), P51787 | CHO-K1 KCNQ1, FluxOR thallium flux fluorescence; active compounds read high | B-score at 10 µM | 310,000 compounds, 1.3% hits | AID 2642, 2010;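 active means compounds whose thallium flux B-score, printed positive for inhibition, exceeds three library SD while starting fluorescence stays within three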;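 further: channel opened by potassium depolarization with thallium stimulus after 20 min compound exposure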
# MrgX1 PAM – positive allosteric modulators of MrgX1, primary screen, HEK293 cells, Fluo-4 calcium flux | Mas-related G-protein coupled receptor member X1 (Homo sapiens), Q96LB2 | FDSS; active compounds read high | B-score at 10 µM | 310,000 compounds, 0.63% hits | AID 588675, 2011;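 active means plate-corrected calcium response at least 3 library SD above typical, normal starting fluorescence, not activating the receptor alone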;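 further: compound read alongside a low EC10 to EC30 dose of BAM8-22 agonist; peak minus trough fluorescence over baseline measured at the second addition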
# ANO1 activ – TMEM16A chloride channel activators or potentiators, primary screen, cell-based, HTS | Anoctamin-1 (Mus musculus), Q8BHY3 | HEK293 TMEM16A/YFP-H148Q/I152L, iodide quench fluorescence; active compounds read low | B-score at 10 µM | 340,000 compounds, 0.3% hits | AID 623877, 2012;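 active means fluorescence-ratio B-score plate-corrected deviation score at least 3 library SD below zero, with starting fluorescence score within 5 deviations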;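 further: channel opened by trigger with iodide after compound preincubation; score built on the fluorescence ratio of max minus min over baseline; more negative score means more quench and so TMEM16A activation or potentiation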
# * marks the source's active call; other numbers are inactive results; i = inactive; · = no result given.
SMILES,ANO1 block,KCNK3 block,MrgX1 ag,RGS4 inh,KCNQ1 act,KCNK9 inh,RGS4 act,hERG rescue,KCNQ1 block,MrgX1 PAM,ANO1 activ
O=c1ccnc(Nc2ccc([N+](=O)[O-])cc2)[nH]1,i,i,i,i,i,i,i,-0.2,i,i,i
O=C1CC(NS(=O)(=O)c2cccs2)CN1c1ccc(F)cc1 (centres undefined),i,i,i,i,i,i,i,-14.4,i,i,i
Cc1ccccc1C(=O)c1cccn1CC(=O)NCc1ccc2c(c1)OCO2,i,i,i,i,i,i,i,-13.8,i,i,i
Cc1ccc(-c2nc3ncccc3n2O)cc1,i,i,i,i,i,i,i,-2.4,i,i,i
C=CCn1c(SCC(=O)NCc2ccc3c(c2)OCO3)nc2scc(-c3ccc(F)cc3)c2c1=O,i,i,i,i,i,i,i,-5.9,i,i,i
CN(C)S(=O)(=O)c1ccc(NC(=S)NC(=O)c2ccc(Br)o2)cc1,i,·,i,i,i,i,i,-4.9,i,i,·
COc1ccc(NC(=S)NC23CC4CC(CC(C4)C2)C3)cc1OC,i,i,i,i,i,i,i,-9.5,i,i,i
Cc1cc(C)n(-c2nnc(C)n2NS(=O)(=O)c2ccc(F)cc2)n1,i,i,i,i,i,i,i,-4.5,i,i,i
CC(C)CN(CC(C)C)C(=O)Nc1ccccc1F,i,i,i,i,i,i,i,-4.7,i,i,i
CCOC(=O)C1(CCSC)NC(c2ccco2)C2C(=O)N(C)C(=O)C21 (centres undefined),i,i,i,i,i,i,i,-8.4,i,i,i
O=C(COc1ccccc1)NCc1cccs1,i,i,i,i,i,i,i,-3.5,i,i,i
CC(=O)Oc1ccc(C(=O)Nc2cccc(-c3nnc(-c4ccco4)o3)c2)cc1,i,-9.33*,i,i,i,i,i,-12.3,i,i,i
O=C(Nc1ccccc1)c1cn(CCBr)cn1,i,i,i,i,i,i,i,-8.1,i,i,i
CCCCOC(=O)n1ccc(C(=O)Nc2ccccc2OC)n1,i,i,i,i,i,i,i,-6.9,i,i,i
COc1ccccc1C(=O)NNC(=O)C(=O)NCc1ccccc1,i,i,i,i,7*,i,i,10.3*,i,i,i
CC(C)OC(=O)c1nn2c(C(F)(F)F)cc(-c3ccco3)nc2c1Cl,i,i,i,i,i,i,i,-1.9,i,i,i
COc1cc2c(cc1OC)C(c1ccccc1)NCC2 (centres undefined),i,i,i,i,i,i,i,-2.8,i,i,i
Cc1cccc(-n2c(O)c(C=Nc3c(C)n(C)n(-c4ccccc4)c3=O)c3ccccc3c2=O)n1,i,i,i,i,i,i,i,-11.1,i,i,i
CCCCNC(=S)NCc1ccc2c(c1)cc(C)n2C,i,i,i,i,i,i,i,-6.6,i,i,i
CC1(C)C(c2ccccc2)=[N+]([O-])C2(CCCCC2=O)N1O (centres undefined),i,i,i,i,i,i,i,-3.3,i,i,i
Cc1cc(NC(=O)CSc2nc(C3CCCCC3)nc3ccccc23)no1,i,i,i,i,i,i,i,-3.5,i,i,i
Cc1ccc(NC(=O)COC(=O)Cn2c(C)csc2=O)cc1,i,i,i,i,i,i,i,-13.6,i,i,i
CN(Cc1ccccc1)C1CCCN(C(=O)c2ccc(Cl)s2)C1 (centres undefined),i,i,i,i,i,i,i,-7.7,i,i,i
COc1cc(NC(=O)c2cccs2)c(OC)cc1NC(=O)CCC(=O)Nc1cccc2ncccc12,i,i,i,i,i,i,i,-10.4,i,i,i
COc1ccc(NC(=S)NCc2cccs2)cc1OC,i,i,i,i,i,i,i,-19.6,i,i,i

# Following part:
SMILES,ANO1 block,KCNK3 block,MrgX1 ag,RGS4 inh,KCNQ1 act,KCNK9 inh,RGS4 act,hERG rescue,KCNQ1 block,MrgX1 PAM,ANO1 activ
O=C(CCc1ccc(Oc2cc([N+](=O)[O-])cc([N+](=O)[O-])c2)cc1)NC1CCCC1,i,i,i,i,i,i,i,-12.3,i,i,i
CC(C)c1ccc(OCc2ccc(C(=O)O)o2)cc1,i,i,i,i,i,i,i,-2.4,i,i,i
COc1cc(/C=C\C(=O)Nc2cc(=O)n(C)c(=O)n2C)cc(OC)c1OC,i,i,i,i,i,i,i,2.2,i,i,i
CCSCc1nnc(SCC(=O)Nc2ccc(OC)cc2)n1C,i,i,i,i,i,i,i,-11.8,i,i,i
Cc1cc(C)cc(OCC(=O)NCCN2CCOCC2)c1,i,i,i,i,i,i,i,-8.4,i,i,i
COc1ccccc1C(CNC(=O)c1cccc(NS(=O)(=O)c2ccc(Br)cc2)c1)N(C)C (centres undefined),i,i,i,i,i,i,-8.15*,-11.5,i,i,i
COC(=O)CSc1ncnc2scc(-c3ccccc3)c12,i,i,i,i,i,i,i,-8.3,i,i,i
CCOC(=O)CNc1nc(OCC#N)nc(N2CCOCC2)n1,i,i,i,i,i,i,i,-4.7,i,i,i
Cc1[nH]c2ccccc2c1C(=O)CCl,·,i,·,i,i,i,i,-8.7,i,·,i
O=C(NCc1ccc2c(c1)OCO2)c1cc(COc2c(F)cccc2F)on1,i,i,i,i,i,i,i,-11.5,i,i,i
O=C(NC(NC(=S)N1CCOCC1)C(Cl)(Cl)Cl)c1cccc2ccccc12 (centres undefined),i,i,i,i,i,i,i,-6.5,i,i,i
COc1ccc(-c2noc(N3CCCC(C(=O)Nc4ccc(C(C)=O)cc4)C3)n2)cc1 (centres undefined),i,i,i,i,i,i,i,-7.0,i,i,i
CCCc1cc(=O)[nH]c(SCC)n1,i,i,i,i,i,i,i,-4.6,i,i,i
COc1cccc(NC(=S)N2CCn3cccc3C2c2cccnc2)c1 (centres undefined),i,i,i,i,i,i,i,-10.2,i,i,i
O=C(COC(=O)Cc1c(Cl)cccc1Cl)Nc1ccccc1-c1ccccc1,25*,i,i,i,i,i,i,-16.7,i,i,i
CN1CCN(CCCNC(=O)c2ccc(CS(=O)(=O)c3ccc(Br)cc3)o2)CC1,i,i,i,i,i,i,i,-5.3,i,i,i
COc1ccc(C)cc1NC(=O)CCc1c(C)nn(-c2ccc(N3CCCCC3)nn2)c1C,i,i,i,i,i,i,i,-25.2,i,i,i
O=C1OCc2nc3cc4c(cc3c(-c3ccc(F)cc3)c21)OCO4,i,i,i,i,i,i,i,-0.8,i,i,i
O=C(COC(=O)CCc1c[nH]c2ccccc12)NCCc1ccccc1,i,i,i,i,i,i,i,-15.7,i,i,i
O=C(CCn1c(=O)oc2ccccc21)Nc1cccc(Cl)c1,i,i,i,i,i,i,i,-11.7,i,i,i
COCCNC(=O)c1cc(-c2ccncc2)nc2ccc(S(=O)(=O)N3CCOCC3)cc12,i,i,i,i,i,i,i,-10.4,i,i,i
COc1ccc(N2CCN(Cc3cc(=O)oc4ccc(Cl)cc34)CC2)cc1,i,i,i,i,i,i,i,-10.7,i,i,i
Cc1ccccc1CSc1nc2c(c(=O)[nH]1)CCC2,i,i,i,i,i,i,i,-7.3,i,i,i
Clc1ccc(-n2ncc3c(N4CCCC4)ncnc32)cc1,i,i,i,i,i,i,i,-7.2,i,i,i
c1ccc(SCc2nc(-c3ccncc3)n[nH]2)nc1,i,i,i,i,i,i,i,-6.7,i,i,i

# Additional structures:
SMILES,ANO1 block,KCNK3 block,MrgX1 ag,RGS4 inh,KCNQ1 act,KCNK9 inh,RGS4 act,hERG rescue,KCNQ1 block,MrgX1 PAM,ANO1 activ
CC(=O)OCC(=O)N1CCN(c2ccc([N+](=O)[O-])cc2)CC1,i,i,i,i,i,i,i,-13.6,i,i,i
COc1ccc(-c2n[nH]c(C(F)(F)F)c2-c2cc3ccccc3o2)c(O)c1,100*,i,i,i,i,i,i,-11.0,8*,i,i
Cc1ccc(S(=O)(=O)NC(CC(C)C)C(=O)NCC(C)(C)N2CCOCC2)cc1 (centres undefined),i,i,i,i,i,i,i,-15.9,i,i,i
COCCN(CCOC)C(=O)C12CCC(C)(C(=O)C1)C2(C)C (centres undefined),i,i,i,i,i,i,i,-4.2,i,i,i
CC(C)(C)OC(=O)N[C@@H](CCCCNC(=O)OCc1ccccc1)c1nnc([C@H](CCCCNC(=O)OCc2ccccc2)NC(=O)OC(C)(C)C)o1,i,i,i,i,i,i,i,-6.1,i,i,i
C=CCn1c(-c2cccc(Cl)c2)n[nH]c1=S,i,i,i,i,i,i,i,-6.6,i,i,i
Nc1ccc(C(=O)NNC(=O)C2COc3ccccc3O2)cc1[N+](=O)[O-] (centres undefined),i,i,i,i,i,i,i,-20.2,i,i,i
COCCN(CCOC)C(=O)c1sc2nc(-c3ccccc3)cn2c1C,i,i,i,i,i,i,i,-9.1,i,i,i
CCOC(=O)C1(Cc2ccccc2)CCCN(Cc2cnn(CC)c2)C1 (centres undefined),i,i,i,i,i,i,i,-21.4,i,i,i
Cc1ccccc1C(=O)N1CC(=O)Nc2ccc(F)cc2C1c1ccccc1 (centres undefined),i,i,i,i,i,i,i,-3.5,i,i,·
Cc1cccc(C(=O)Nc2ccc(S(=O)(=O)N3CCOCC3)cc2)c1[N+](=O)[O-],i,i,i,i,i,i,i,-1.2,i,i,i
